ERK EGF inh: blocks ERK signaling stimulated by EGF; HEK293-V1b, EGF-stimulated phospho-ERK AlphaScreen; Potency, µM (series often up to 11.5 µM), for the others: at the top dose activity change, negative = inhibition, actives largely listed as inhibitors; 130,000 compounds, 0.41% hits; active = well fitted inhibition curve with a large enough effect; inconclusive = small, poorly fitted or top-dose-only effect, or effect the other way;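 also: plate controls were stimulated vehicle wells for no effect and unstimulated vehicle basal for full effect; nearly all actives have a fitted effect of over 55% in size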
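Concentration-response of compounds against EGF-driven ERK phosphorylation in V1b-expressing HEK293 cells; 30 min preincubation, 5 min EGF, AlphaScreen detection; Normalized to DMSO basal and 25 nM EGF.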
* hit, by the source's call; ? = inconclusive; [ ] = remark or other dose. Potency is read from the fitted curve at half-maximal effect. These rows are one share of the data; the hit share may differ from the screen's.

#	Molecule	ERK EGF inh
1	Cc1ccccc1NC(=S)N1CCN(Cc2ccc3c(c2)OCO3)CC1	4%
2	Cc1cc(-n2c(C)cc(C(=O)COc3ccc([N+](=O)[O-])cc3)c2C)no1	-8%
3	Nc1nn(-c2ccccc2)c(N)c1N=Nc1cccc(F)c1	?
4	CCN(CCn1cccn1)Cc1nc(-c2ccc(OC)cc2)no1	-4%
5	C/C(=N\NC(=O)c1cccc(N/N=C(\C)c2ccc([N+](=O)[O-])cc2)c1)c1ccc([N+](=O)[O-])cc1	3%[57.5 µM]
6	Cc1ccccc1Nc1scc(-c2ccc(Br)cc2)[n+]1-c1ccccc1C	?
7	COc1ccc(CC(NC(C)=O)C(=O)NC2CCN(c3c(Cc4ccccc4)c(C)nc4ncnn34)CC2)c(OC)c1 (stereo not drawn)	-5%
8	Cc1onc(-c2ccccc2Cl)c1C(=O)NC(=S)Nc1ccccc1C(N)=O	9%
9	COCC(C)NC(=O)/C(=C/c1ccccc1)c1ccccc1 (stereo not drawn)	1%
10	CCOc1ccc(Br)cc1CNc1ccc2c(c1)OCCO2	?
11	Cc1ccc(S(=O)(=O)Cn2nnnc2C(CC(C)C)N2CCN(c3ccccc3)CC2)cc1 (stereo not drawn)	-5%
12	N#C/C(=C\c1ccccc1C(F)(F)F)C(=O)Nc1ccccc1F	-5%
13	CCOC(=O)COc1ccc([N+](=O)[O-])cc1	3%
14	COc1ccccc1C(=O)Nc1ccc2c3c(cccc13)CC2	6%
15	O=C(/C=C/c1cccc(F)c1)N1CCN(c2ncccn2)CC1	10%
16	Cc1ccc(NC(=O)COC(=O)c2cccc3c(=O)c(C)c(-c4ccccc4)oc23)cc1	10%
17	CC(=O)Nc1ccc(S(=O)(=O)NCC(=O)OCC(=O)NC(=O)c2cccn2C)cc1	-6%[57.5 µM]
18	COc1ccccc1Nc1nnc(Cc2ccccc2)c(=O)[nH]1	2%
19	O=C(CCc1ccccc1)NC(c1cccs1)c1cc(Cl)c2cccnc2c1O (stereo not drawn)	11%
20	COc1ccc(/C=N/Nc2nc(-c3cccc(S(=O)(=O)N4CCCC4)c3)cs2)cc1OC	-3%
21	Cc1ccc(CN2CCN(/N=C/C=C/c3ccccc3[N+](=O)[O-])CC2)cc1	?
22	CC(=O)c1ccc(Oc2ccc(C(=O)c3ccc(C)c(C)c3)cc2[N+](=O)[O-])cc1	5%
23	O=C(Nc1ccccc1)N1CCCC1c1cccs1 (stereo not drawn)	0%[57.5 µM]
24	COC(=O)C(=Nc1ccccc1)/C(C(=O)C(=O)N(C)c1ccccc1)=C(\O)c1ccc(Cl)cc1	-3%
25	Cc1ccc(C(=O)SC2=NCCS2)cc1	3%
26	Cc1cc(C)nc(/N=C2\NC(=O)CC3C(=O)NCCN23)n1 (stereo not drawn)	-9%
27	O=C(O)C(C(=O)O)=C1C2CC3CC(C2)CC1C3	0%[57.5 µM]
28	COc1ccc(-c2nc(C(=O)O)cs2)cc1OC	31%
29	O=C(c1ccc(Cl)cc1)N1CCCCC(Cl)C1=O (stereo not drawn)	-1%
30	S=c1[nH]nc(-c2cccs2)n1/N=C/c1cn(-c2ccccc2)nc1-c1ccccc1	?
31	NC(=O)Nc1ccc(C(=O)OCC(=O)N(Cc2ccccc2)C2CCS(=O)(=O)C2)cc1 (stereo not drawn)	0%
32	O=C(CSc1n[nH]c(=O)[nH]c1=O)Nc1ccccc1C(=O)c1ccccc1	6%[57.5 µM]
33	C/C(=N/N1CCN(c2ccccc2)CC1)c1cccc([N+](=O)[O-])c1	3%
34	COC(=O)c1ccccc1C(=O)N1CCOCCOCCOCC1	5%
35	CC(=O)c1cccc(NC(=O)N2C3CCC2CC(NC(=O)C2CC2)C3)c1 (stereo not drawn)	0%
36	CC1(C)CC(=O)C(C2=NC3(CCCCCC3)Cc3ccccc32)=C(O)C1	1%[57.5 µM]
37	C=CCn1cnc2sc(C(=O)Nc3ccccc3OC)c(C)c2c1=O	-5%
38	CCCCC(c1nnnn1CCOC)N1CCN(C)CC1 (stereo not drawn)	10%
39	COc1ccc2c(c1)c(CC(=O)Nc1ccccc1OC)c(C)n2C(=O)c1ccc(Cl)cc1	-2%
40	O=[N+]([O-])c1ccc(N2CCN(C(=S)Nc3ccccc3)CC2)cc1	1%
41	Cc1c(C#N)c(N)nc2c3c(sc12)NC(=O)CC3c1ccc(F)cc1 (stereo not drawn)	-4%
42	CC(C)Nc1nnc(Sc2ccc(Cl)cc2[N+](=O)[O-])s1	-1%
43	COc1ccc2cc(C(=O)C3CCCN(C(=O)CCc4ccccn4)C3)ccc2c1 (stereo not drawn)	-6%
44	CC(=O)C1=C(O)C(=O)N(c2ccc(Br)cn2)C1c1ccc(Br)cc1 (stereo not drawn)	15%[57.5 µM]
45	CCCCN(CC)S(=O)(=O)c1ccc2c(c1)n(C)c(=O)c(=O)n2C	0%[57.5 µM]

A different layout for part of the listing above:
(33) C/C(=N/N1CCN(c2ccccc2)CC1)c1cccc([N+](=O)[O-])c1
- ERK EGF inh: 3%
(34) COC(=O)c1ccccc1C(=O)N1CCOCCOCCOCC1
- ERK EGF inh: 5%
(35) CC(=O)c1cccc(NC(=O)N2C3CCC2CC(NC(=O)C2CC2)C3)c1 (stereo not drawn)
- ERK EGF inh: 0%
(36) CC1(C)CC(=O)C(C2=NC3(CCCCCC3)Cc3ccccc32)=C(O)C1
- ERK EGF inh: 1%[57.5 µM]

(cont.)
#	Molecule	ERK EGF inh
46	COc1ccc(-c2cc(C(F)(F)F)nc(SCC(=O)Nc3ccc4c(c3)OCO4)n2)cc1OC	-4%
47	Cc1ccccc1C(=O)NC(=S)Nc1ccc2[nH]c(=O)[nH]c2c1	5%
48	N#C/C(=C/c1cccn1-c1cccc(C(=O)O)c1)c1ccc(F)cc1	-10%
49	COCCn1c(SCC(=O)Nc2ccc(OC)cc2)nc2c(oc3ccccc32)c1=O	-4%
50	Cc1ccc(C(=O)Nc2ccccc2N2CCCCC2)cc1[N+](=O)[O-]	5%
51	COC(=O)c1ccc(CN2CCC(CO)(Cc3ccc(OC)cc3)CC2)cc1	-3%
52	COc1ncc2nc(-c3ccc(Cl)cc3)c(=O)n(CCc3ccccc3)c2n1	6%
53	CCOC(=O)c1nn(-c2ccccc2)c(=O)cc1SC1CCCCC1	-5%
54	CCC(C)n1c(/C=C/c2ccccc2)nc2ccccc21 (stereo not drawn)	10%
55	O=C(NCc1ccccc1Cl)c1cc([N+](=O)[O-])ccc1Cl	-4%
56	CS(=O)(=O)Nc1cccc(-c2nccc(-n3ccnc3)n2)c1	21%
57	O=C(N/N=C/c1ccc(Br)s1)c1ccccn1	13%
58	O=C(NNC(=O)c1cnccn1)c1ccc(Cl)cc1	12%[57.5 µM]
59	Cc1sc2ncnc(SC(C)C(=O)N3c4ccccc4Sc4ccccc43)c2c1C (stereo not drawn)	7%
60	CC1CC(CN)CC(CO)C1 (stereo not drawn)	4%

From compound 30 as far as 35, copied from above:
#	Molecule	ERK EGF inh
30	S=c1[nH]nc(-c2cccs2)n1/N=C/c1cn(-c2ccccc2)nc1-c1ccccc1	?
31	NC(=O)Nc1ccc(C(=O)OCC(=O)N(Cc2ccccc2)C2CCS(=O)(=O)C2)cc1 (stereo not drawn)	0%
32	O=C(CSc1n[nH]c(=O)[nH]c1=O)Nc1ccccc1C(=O)c1ccccc1	6%[57.5 µM]
33	C/C(=N/N1CCN(c2ccccc2)CC1)c1cccc([N+](=O)[O-])c1	3%
34	COC(=O)c1ccccc1C(=O)N1CCOCCOCCOCC1	5%
35	CC(=O)c1cccc(NC(=O)N2C3CCC2CC(NC(=O)C2CC2)C3)c1 (stereo not drawn)	0%

(cont.)
#	Molecule	ERK EGF inh
61	CN1CCN(/N=C/c2nc(-c3cccc([N+](=O)[O-])c3)n3ccccc23)CC1	?
62	COC(=O)c1ccc(OC(=O)c2ccccc2F)cc1	5%
63	COc1ccc(C(=O)NCC(=O)OCC(=O)Nc2ccc(C)c(S(=O)(=O)N(C)C)c2)cc1OC	-9%[57.5 µM]
64	O=C(CN1c2cccc3cccc(c23)S1(=O)=O)Nc1cccc(S(=O)(=O)N2CCOCC2)c1	-3%
65	CC(C)[C@H](NC(=O)c1ccco1)C(=O)OCC(=O)NC12CC3CC(CC(C3)C1)C2	6%
66	CCn1c2ccccc2c(=O)c2ccccc21	10%
67	O=C(Nc1nc2ccsc2c(=O)s1)c1ccc(F)cc1Cl	-3%[57.5 µM]
68	O=c1c2c(-c3ccc([N+](=O)[O-])cc3)csc2nc2n1CCCCC2	6%
69	CCOC(=O)C1(Cc2ccccc2Cl)CCN(C(=O)CCn2ccnc2C)CC1	2%
70	CC(=O)n1cc(N(C(=O)CCl)c2ccc(C)cc2)c2ccccc21	-4%[57.5 µM]
71	NC(=O)NC(=O)COC(=O)CNS(=O)(=O)c1ccc(F)c(F)c1F	5%[57.5 µM]
72	CSC1=NNC(c2ccc(C(C)(C)C)cc2)=NN1	0%[57.5 µM]
73	C=C(C)CN1C(=O)C(=O)N(CC(=C)C)C1=O	4%[57.5 µM]
74	Cc1cc(=O)[nH]c(SCc2cccc3cccnc23)n1	35%
75	CCOC(=O)C1=C(c2ccccc2)NC(=S)NC1c1ccc(C)c([N+](=O)[O-])c1 (stereo not drawn)	-11%
76	Cn1cccc1/C=N/NC(=O)c1ccncc1	0%[57.5 µM]
77	O=C(CN1C(=O)C(=O)N(Cc2ccccc2)C1=O)Nc1cc(Cl)cc(Cl)c1	-1%[57.5 µM]
78	O=C(COC(=O)C1CCCCC1)Nc1ccc(S(=O)(=O)N2CCOCC2)cc1	-4%
79	CC(NC(=O)OC(C)(C)C)C(=O)NC(CCC(=O)OCc1ccccc1)C(N)=O (stereo not drawn)	6%
80	CC1CCCN(c2ccc(C(=O)Nc3ccc4c(c3)OCO4)cc2[N+](=O)[O-])C1 (stereo not drawn)	1%
81	O=C1NCCN(Cc2ccc(-c3ccccc3)cc2)C1CC(=O)N1CCN(CCO)CC1 (stereo not drawn)	-10%
82	COC(=O)C1SCC2C(=O)N(Cc3ccc(F)cc3)CC(=O)N21 (stereo not drawn)	0%
83	COc1ccc(NC2=C(C(C)=O)C(c3ccc(OC)cc3)C(C(C)=O)C(C)(O)C2)cc1 (stereo not drawn)	6%
84	COc1cc(CNc2ccc(CNc3ncn[nH]3)cc2)ccc1OCC(=O)NC(C)(C)C	-7%
85	Cc1nonc1N1CCN(Cc2cn[nH]c2-c2ccc(F)cc2F)CC1	9%
86	CN1CCCC(OC(=O)c2cccc(S(=O)(=O)N3CCCCCC3)c2)C1 (stereo not drawn)	-16%[57.5 µM]
87	Cc1c(NC(=O)/C(C#N)=C/c2ccc(-c3ccc(Cl)c(Cl)c3)o2)c(=O)n(-c2ccccc2)n1C	3%
88	N/C(=N\N=C\c1ccc2c(c1)OCO2)c1nonc1N	1%
89	Cc1ccccc1C1=NC(C(F)(F)F)(C(F)(F)F)c2c(n(C)c(=O)n(C)c2=O)N1	0%
90	COc1ccc(-c2csc(NC(=O)COc3ccc(N(C)S(=O)(=O)c4ccc(C)cc4)cc3)n2)cc1	4%
91	Cn1c2ccccc2c(=O)c2c(=O)n(Cc3ccco3)c(-c3ccc(F)cc3)nc21	7%[57.5 µM]
92	COC(=O)c1c(SCC(=O)Nc2ccc(C)c(C)c2)nc(=O)[nH]c1C	-13%[57.5 µM]
93	COc1ccc(CCNC(=O)COC(=O)C2CCCCC2)cc1	5%
94	CC(=O)Nc1ccc(NC(=O)c2ccc(CSc3ccccc3)o2)cc1	?
95	CCOc1cc(/C=N/Nc2ccccc2Cl)ccc1OCC(=O)O	-15%
96	COc1ncccc1-c1nnn(-c2ccccc2)n1	-14%[57.5 µM]
97	NC(=O)CC[C@H](NC(=O)c1ccc(F)cc1)C(=O)OCC(=O)Nc1ccc(N2CCOCC2)cc1	-1%
98	Cc1c(CNC2CCCC(C)C2C)c(C(=O)O)c(C)n1Cc1ccccc1 (stereo not drawn)	-2%
99	CN1CCN(CC(=O)N/N=C/c2ccc(F)c(F)c2)CC1	5%
100	CCCCCCC[C@H](N)[C@H](O)C(=O)N(C)[C@@H](CCS(C)=O)C(=O)N[C@@H](Cc1ccc(O)cc1)C(=O)N[C@@H](Cc1ccc(O)cc1)C(=O)O (stereo partly drawn)	1%[57.5 µM]
101	Cn1c(O)c(/C=N/Nc2ccccc2)c(=O)n(C)c1=O	-10%
102	CCN(CC)CC(C)OC(=O)COc1ccc(OC)cc1 (stereo not drawn)	2%
103	O=C(CCl)Nc1cn(-c2ccccc2)nc1-c1ccccc1	1%
104	O=C(CSc1cccc[n+]1[O-])Nc1cc(S(=O)(=O)N2CCOCC2)ccc1N1CCOCC1	-2%
105	Nc1[nH]c(N=NC(=O)c2ccc(F)cc2)c2ccccc12	19%
106	O=C(N/N=C/C1CC2CCC1C2)c1ccc2c(c1)OCO2 (stereo not drawn)	14%
107	C/C(=N\Nc1nc(-c2ccc(C)cc2C)cs1)c1cc2ccccc2oc1=O	14%
108	COc1ccc2cc(CN(Cc3cccs3)Cc3nnnn3Cc3ccccc3)c(=O)[nH]c2c1	5%
109	CC1(OC(=O)c2cccs2)C(=O)C=C2C=C(c3ccsc3)OC=C2C1=O (stereo not drawn)	-11%
110	Cc1cccc(-n2c(C)cc(C(=O)NC3CCCCC3)c2C)c1	16%
111	O=C(CNC(=O)c1ccc(S(=O)(=O)N2CCCC2)cc1)N/N=C/c1ccccc1	-2%
112	O=C(NCc1ccon1)c1ccc(OC2CCN(CCc3ccccc3)CC2)cc1	-5%
113	O=c1c2cc(N3CCOCC3)ccc2[nH]c(=S)n1Cc1ccccc1Cl	-1%
114	Clc1ccccc1Cc1noc(CN2CCCCC2c2ccccn2)n1 (stereo not drawn)	-1%
115	C[C@@]12CC[C@@H]3c4ccc(O)cc4CC[C@H]3[C@H]1C[C@@H](O)[C@H]2O	4%[25.7 µM]
116	CN(CC(=O)Nc1cccc(F)c1)CC(=O)Nc1ccc(Cl)cc1[N+](=O)[O-]	1%
117	CCc1ccc(C(=O)Nc2cc(C)ccc2F)s1	24%

Compound activity as filed in PubChem.
